Assay outcomes as filed in PubChem.
ELG1 DNA repair = blocks ELG1-dependent DNA repair in HEK293T cells. 2.3% of 330,000 active. Potency, µM (doses to about 46.1 µM), for inactives: at the top dose activity change, negative = inhibition, actives largely listed as inhibitors. HEK293T ELG1-luciferase reporter, luminescence, 16 h; DNA damage induced by 5-fluorouridine; also: potency is read from the fitted curve at half-maximal effect; % is scaled to controls: 0 for no effect and ±100 for the full control effect; nearly all actives have a fitted effect of over 55% in size
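In this reporter screen, reduction of luminescence relative to DMSO vehicle indicated activity. Compounds and 5-fluorouridine were added together to 2,000 cells per well, incubated for 16 hr at 37 °C, then developed with ONE-Glo.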
PKM2 activator = increases activity of human pyruvate kinase M2; P14618; purified PKM2, Kinase-Glo ATP luminescence, activation; response scale: 0% is enzyme alone, no compound; Potency, µM (series often up to 57.5 µM), without a hit: at the top dose activation, actives largely listed as activators; 0.34% of 260,000 active; also: potency is read from the fitted curve at half-maximal effect; % is scaled to controls: 0 for no effect and ±100 for the full control effect; nearly all actives have a fitted effect of over 55% in size
Target sequence (P14618 whole entry, looked up): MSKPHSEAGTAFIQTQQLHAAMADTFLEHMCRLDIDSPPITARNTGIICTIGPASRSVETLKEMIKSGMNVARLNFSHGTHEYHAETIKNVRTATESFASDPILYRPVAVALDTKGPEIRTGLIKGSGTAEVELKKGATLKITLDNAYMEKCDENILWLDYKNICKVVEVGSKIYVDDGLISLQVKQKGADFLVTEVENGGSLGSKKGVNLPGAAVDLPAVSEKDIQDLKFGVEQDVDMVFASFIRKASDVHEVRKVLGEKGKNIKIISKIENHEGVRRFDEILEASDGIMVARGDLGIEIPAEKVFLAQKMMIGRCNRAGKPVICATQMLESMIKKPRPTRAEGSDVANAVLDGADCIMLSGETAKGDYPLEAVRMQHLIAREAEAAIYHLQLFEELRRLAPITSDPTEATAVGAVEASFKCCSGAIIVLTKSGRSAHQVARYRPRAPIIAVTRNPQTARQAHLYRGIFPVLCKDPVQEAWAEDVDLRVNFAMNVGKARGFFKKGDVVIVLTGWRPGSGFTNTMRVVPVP
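Kinase-Glo luminescence reports ATP generated from ADP (0.1 mM) and PEP (0.5 mM) by purified hPK-M2 after 1 h at room temperature, pH 7.2 imidazole buffer; intermediate enzyme activity allows detecting inhibitors and activators.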
Menin-MLL TR inh = menin-MLL binding inhibition, Texas Red mutant peptide. Potency, µM (series often up to 61.6 µM), for the others: at the highest dose FP activity change, negative = inhibition, actives largely listed as inhibitors. Menin + Texas Red MLL mutant peptide, fluorescence polarization. AID 1768. O00255. 0.23% of 270,000 active; active = well fitted inhibition curve with a large enough effect in the polarisation, with a control signal flat, not every such curve was filed as active; inconclusive = small, poorly fitted or top-dose-only effect, or effect the other way, or a change in a side signal; inactive = no such curve, though single readings can be large or run the other way; the % refers to the polarisation; also: potency is read from the fitted curve at half-maximal effect; % of control where 0% means no effect; many of its hits are not listed in these tables
VP16 counter = counter-screen for ROR gamma inhibitors: Gal4-VP16 reporter; Drosophila S2 Gal4-VP16 UAS-luciferase, luminescence, 20 h; Potency, µM (series often up to 53.6 µM), without a hit: at the highest dose activity, negative = inhibition, actives largely listed as inhibitors; 3.5% of 310,000 active;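 also: Gal4-VP16 expression switched on by copper sulfate through the metallothionein promoter; potency is read from the fitted curve at half-maximal effect; % is scaled to controls: 0 for no effect and ±100 for the full control effect; nearly all actives have a fitted effect of over 50% in size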
NPC1 prom act = activates the NPC1 promoter. Potency, µM (top dose mostly 9.22 µM), for inactives: at the top dose activation, actives largely listed as activators. Huh7 NPC1 promoter luciferase reporter, 24 h. AID 485313. 2.4% of 320,000 active;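 also: potency is read from the fitted curve at half-maximal effect; % of control where 0% means no effect; nearly all actives have a fitted effect of over 60% in size; reporter is driven by a mutant NPC1 promoter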
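NPC1 promoter–luciferase Huh7 cells; 24 h compound; luminescence.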
Rab9 promoter act = Rab9 promoter activation; Huh7 Rab9 promoter-luciferase reporter, luminescence, 24 h; Potency, µM (highest dose often 9.22 µM), for the others: at the top dose activation, negative = inhibition, hits mostly activators; 2.8% of 320,000 active; also: potency is read from the fitted curve at half-maximal effect; % of control where 0% means no effect; nearly all actives have a fitted effect of over 60% in size
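Measured in stably transfected Huh7 cells bearing a Rab9 promoter–luciferase construct: 24 h compound treatment at 37 °C, followed by luminescence detection.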
Mito fusion act = mitochondrial division inhibition or fusion activation | Potency, µM (titrated, usually from 46.1 µM), without a hit: at the highest dose growth rescue (activation), usual class: activators | S. cerevisiae fusion-defective mutant growth rescue, CellTiterGlo 48 h | 0.23% of 320,000 active;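 also: potency is read from the fitted curve at half-maximal effect; % of control where 0% means no effect; nearly all actives have a fitted effect of over 45% in size; temperature-sensitive fusion mutants such as fzo1-1 at 37 °C on non-fermentable ethanol glycerol medium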
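Yeast fusion mutant, YPEG (non-fermentable carbon), compound, 48 h at 37C non-permissive; CellTiterGlo added, 10 min RT, luminescence read. Rescued growth = division inhibition.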
KCNH2 3.1 inh = KCNH2 3.1 (human) potassium channel inhibition; U2OS KCNH2 3.1, thallium flux FluxOr; active compounds read low; activity change, % (tested at about 1.8 µM); 0.95% of 340,000 active;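 active = maximum activity change below -70%; inconclusive = maximum activity change from -70% to -50%; inactive = maximum activity change above -50%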;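 also: thallium influx rate constant from kinetic fluorescence after stimulation buffer; % is scaled to controls: 0 for no effect and ±100 for the full control effect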
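Steps: virus added to U2OS suspension (4 h, RT, dark); medium with 10% FBS added, cells plated, 37 C overnight; FluxOr/Red40 loading buffer 45 min RT; stimulation buffer, 2 min kinetic read; rate constant normalized.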
RORgamma inh = blocks mouse ROR gamma transcriptional activity. AID 2551. Drosophila S2 Gal4-RORgamma UAS-luciferase reporter, 20 h. 5.4% of 310,000 active. P51450. Potency, µM (titrated, usually from 53.6 µM), without a hit: top-dose activity change, negative = inhibition, actives largely listed as inhibitors; also: potency is read from the fitted curve at half-maximal effect; % is scaled to controls: 0 for no effect and ±100 for the full control effect; nearly all actives have a fitted effect of over 60% in size
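Stably transfected Drosophila Schneider cells are the test system, with ROR gamma fused to Gal4 and luciferase under UAS control; luminescence is read after 20 hr of 700 uM copper sulfate induction at ambient temperature.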
FLuc modulator = firefly luciferase modulation, counter-screen for miR-21 project; P08659; purified FLuc, Km substrates, luminescence inhibition; 6.9% of 360,000 active; Potency, µM (doses to about 57.5 µM), without a hit: at the top dose activity change, negative = inhibition, hits mostly inhibitors;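 also: potency is read from the fitted curve at half-maximal effect; plate controls were vehicle for no effect and reference inhibitor for full effect; nearly all actives have a fitted effect of over 55% in size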
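Biochemical qHTS of compounds, final roughly 60 µM downward over six points, against 10 nM purified firefly luciferase using Km concentrations of substrates (10 uM D-luciferin, 10 uM ATP) in Tris acetate pH 7.5 buffer; luminescence output.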
MBNL1 CUG block = blocks human MBNL1 binding to CUG repeat RNA; 0.036% of 280,000 active; Potency, µM (series often up to 57.5 µM), without a hit: top-dose activity change, negative = inhibition, hits mostly inhibitors; TR-FRET MBNL1-His/biotin-(CUG)12 binding, 665/545 ratio; Q9NR56; active = well fitted inhibition curve with a large enough effect in the signal ratio, with a control signal flat, not every such curve was filed as active; inconclusive = small, poorly fitted or top-dose-only effect, or effect the other way, or a change in a side signal; inactive = no such curve, though single readings can be large or run the other way; the % refers to the signal ratio; also: potency is read from the fitted curve at half-maximal effect; % is scaled to controls: 0 for no effect and ±100 for the full control effect
Target sequence (Q9NR56 whole entry, looked up): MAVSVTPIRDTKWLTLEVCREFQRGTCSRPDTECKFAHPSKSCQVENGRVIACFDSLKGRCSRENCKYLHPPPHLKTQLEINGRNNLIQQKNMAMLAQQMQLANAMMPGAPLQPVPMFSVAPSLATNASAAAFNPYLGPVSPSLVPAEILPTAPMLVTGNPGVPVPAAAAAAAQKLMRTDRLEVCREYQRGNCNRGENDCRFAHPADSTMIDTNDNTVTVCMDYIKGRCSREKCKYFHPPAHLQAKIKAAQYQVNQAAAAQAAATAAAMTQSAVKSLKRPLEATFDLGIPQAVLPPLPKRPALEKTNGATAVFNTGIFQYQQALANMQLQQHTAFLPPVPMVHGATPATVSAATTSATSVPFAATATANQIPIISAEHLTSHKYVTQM
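MBNL1-His + Biotin-(CUG)12, cpd titration 92 nM–58 uM; Tb anti-His Ab 0.055 ng/ul, SA-XL665 5 nM (final); 60 min RT; ratiometric 665/545 nm, Ex 340 nm; normalized to buffer and full-complex controls.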
Numbers without * were called inactive; u = inconclusive; x = no result given; & = joins results of further samples; [ ] = another dose, or the depositor's remark. Unless noted, calls follow the shape of the dose curve; as a rule, active = well fitted curve in the direction sought with a large enough effect; inconclusive = small, poorly fitted or top-dose-only effect, or another doubt; inactive = no such curve, though single readings can be large; an effect the other way counts as inactive or inconclusive.

compound | MBNL1 CUG block | FLuc modulator | NPC1 prom act | Rab9 promoter act | RORgamma inh | Menin-MLL TR inh | Mito fusion act | PKM2 activator | VP16 counter | ELG1 DNA repair | KCNH2 3.1 inh
CCOC(=O)c1cnc2nc(COc3ccccc3)[nH]n2c1=O | 0.9% | -7.6% | -0.4% | -0.2% | 8.5% | 25.4% | -1.1% | 0.5% | 1.1% | 1.1% | 5.3
COc1ccc(OC)c(C2C3=C(CCCC3=O)NC3=C2C(=O)CCC3)c1 | u | 5.8% | -2.9% | -0.4% | -26.0% | -10.8% | -2.1% | -1.2% | 5.2% | 8.5% | 8.7
COC(=O)C1=C(C)NC(=O)NC1c1ccccc1 (centres undefined) | -1.6% | 3.3% | -1.7% | -3.3% | -14.3% | 0.9% | -1.9% | -15.8% | -5.8% | 2.6% | -42.4
O=C(Nc1ccccc1N1CCCCC1)c1ccco1 | 8.3% | 4.6% | 1.6% | 5.5% | 3.9% | -0.8% | 4.9% | -5.5% | -0.9% | -0.8% | -9.0
Cc1cc(C)c2nc(-c3ccccn3)cc(C(=O)NCc3ccco3)c2c1 | 12.4% | -1.3% | x | x | -28.5% | 9.9% | 3.0% | 11.9% | -6.7% | x | -10.9
COc1ccc(C2CCCN2C(=O)Nc2ccccc2)cc1OC (centres undefined) | 19.0% | -3.0% | -3.3% | -2.7% | 0.9% | -14.0% | 2.5% | 0.8% | 16.3% | -1.3% | 5.4
O=C(/C=C/c1ccc(Cl)cc1)NC(=S)Nc1ccc(C(=O)O)cc1 | -12.3% | -18.9% | -3.9% | -2.7% | 21.0% | 34.6%[activator] | -12.1% | x | -9.9% | -4.0% | -0.6
O=S1(=O)CCO[C@H]2Cc3ccccc3[C@H]2N1Cc1ccccc1Br | -10.1% | -0.4% | -1.4% | 0.8% | 6.6% | -0.2% | -3.4% | -0.2% | -3.9% | -11.8% | 3.8
COc1ccc(-c2c[n+]3c(n2-c2ccccc2)SCC3)cc1OC | -2.9% | -0.6% | -0.3% | -4.0% | 1.3% | -8.5% | 2.9% | 0.0% | 2.5% | -22.0% | -14.6
CCOc1ccc(N(CC(=O)N2CCCCCC2)S(C)(=O)=O)cc1 | -6.0% | -1.0% | -0.8% | 1.0% | x | 2.3% | -2.3% | -1.1% | x | 0.6% | 2.7
Cc1ccc(C)c(S(=O)(=O)N2CCN(C(=O)c3ccccn3)CC2)c1 | x | -1.6% | -0.5% | -6.7% | x | x | 2.9% | x | x | -0.8% | -0.9
Cc1ccc(OCC(=O)N2CCCCCC2)c(C)c1 | 1.3% | -21.6% | 19.0% | 13.5% | 16.7% | u | 0.6% | -0.7% | 14.0% | u | -2.8
COc1ccc(NC(=O)C(NC(C)=O)C(=O)Nc2ccc(F)cc2)cc1 (centres undefined) | 6.6% | -1.5% | -2.4% | -2.3%[1.84 µM] | -14.1% | 0.5% | -1.0% | x | 0.6% | 8.2% | -0.1
Cc1ccc(C(=O)NNC(=O)CCCN2C(=O)/C(=C/c3ccccc3Cl)SC2=S)cc1 | 15.0% | -7.5% | -8.3% | -11.8% | 2.82µM* | -8.4% | 1.9% | -1.3% | 3.16µM* | -7.2% | 4.1
CCN1CCN(c2ncnc3sc(C)c(-c4ccccc4)c23)CC1 | -4.9% | 1.0% | 1.2% | -0.6% | -7.8% | -17.0% | -5.5% | -3.7% | -11.2% | 5.0% | -0.2
CC(CN1CCN(C)CC1)OC(=O)c1cccc(F)c1 (centres undefined) | -6.5% | -1.1% | 1.2% | 1.4% | -7.0% | -8.3% | 3.0% | 1.9% | -2.5% | -25.8% | 7.9
Cc1ccc(NC(=O)c2sc3ncnc(N4CCN(c5ccccn5)CC4)c3c2C)c(C)c1 | 149.1%[activator] | -17.2% | 0.9% | -0.6% | 4.1% | -8.3% | 12.6µM* | -0.8% | 25.3% | u | -114.4*
O=c1c2ccccc2nc2n1CCN2 | 4.0% | 2.6% | -3.9% | -3.7% | 30.0%[0.365 µM] | 6.4% | -4.1% | -0.2% | x | 7.0% | 1.7
O=C(NCCN1CCCC1)c1ccc2c(=O)n(CCc3ccccc3)c(=O)[nH]c2c1 | 5.9% | -9.0% | 14.8% | -6.4% | 22.9% | 15.4% | 5.5% | 7.6% | -0.8% | u | -33.0
Cc1noc(C)c1CSCC(=O)Nc1cc(Cl)ccc1N1CCCCC1 | x | 1.9% | -1.7% | -0.6% | x | x | u | x | x | -6.9% | 5.6
CSCCC(NC(=O)c1ccccc1Br)C(=O)NNC(=O)c1ccncc1 (centres undefined) | x | u | -2.8% | -6.8% | x | x | 0.6% | x | x | 9.2% | -7.3
CC(=O)N/C(=C/c1ccc2c(c1)OCO2)C(=O)NCc1ccccc1 | 10.1% | 1.4% | -0.5% | -3.8% | -0.6% | -18.2% | -3.5% | -2.1% | 5.1% | -3.7% | -1.7
CCNC(=S)NCc1ccc(F)cc1 | -7.0% | -0.5% | 1.1% | 2.7% | -23.1% | -0.7% | -7.5% | 5.0% | -5.3% | 1.0% | -15.6
O=C1NCCCC1C(=O)Nc1ccccn1 (centres undefined) | -0.1% | 4.6% | 1.7% | -0.6% | 3.3% | 15.9% | -4.2% | -1.9% | 1.1% | -0.9% | 14.8
COc1ccccc1-n1nc(C(=O)NCc2ccco2)c2ccccc2c1=O | -5.1% | 1.4% | -0.1% | 2.2% | 43.5% | -17.9% | 29.2% | 2.6% | 5.4% | 0.4% | 6.4
CCC1=C(OC(=O)N(CC)CC)N2C(=O)OC(=NCC3CC3)[C@]2(Cc2ccccc2)[C@H]2C1=CC[C@H]1C(=O)N(C)C(=O)[C@H]12 | 0.1% | 0.3% | -2.7% | -4.5% | 17.3%&12.4% | -5.3% | -13.3% | -3.1%&6.9% | 1.3%&-4.1% | -2.7% | 0.2
Cc1ccc(NC(=O)CSCC(=O)N2c3ccccc3CCc3ccccc32)cc1 | 5.1% | -1.4% | -4.3% | 2.7% | 42.4% | -4.7% | 13.6% | 0.6% | 12.1% | -23.7% | -14.1
CCCc1cc(C(=O)Cc2ccc(C(=O)OCC)o2)c(O)cc1O | -2.4% | 8.9% | -0.4% | -5.1% | 0.0% | u | 9.0% | 25.5% | u | u | 2.3
CCOC(=O)C1=C(C)OC(N)=C(C#N)C1c1cc(C)sc1C (centres undefined) | -2.7% | 0.4% | -1.7% | 3.7% | 17.2% | 22.5% | 5.5% | 0.8% | -6.5% | 7.3% | -2.0
Brc1cc(/C=N/n2cnnc2)oc1Br | u | -2.1% | -1.1% | 7.3% | 37.3% | -1.8% | 8.3% | x | -2.4% | 16.6% | -2.7
CNC(=O)CSc1nnc(COc2ccc([N+](=O)[O-])cc2)n1C | u | -8.4% | 2.8% | -3.5% | -11.5% | 21.6% | 5.4% | -2.4% | 3.3% | -33.6% | 2.6
COc1ccc(OCCCC(=O)Nc2cc(S(=O)(=O)N3CCCCC3)ccc2OC)cc1 | x | -2.0% | -0.7% | -0.8% | x | x | 2.5% | x | x | -25.2% | -9.7
Cc1ccc(C2C(C(=O)c3cccs3)=C(O)C(=O)N2c2ccc(S(N)(=O)=O)cc2)cc1 (centres undefined) | u | -5.8% | 11.1% | 13.0% | -10.1% | x | 0.4% | -6.9% | -7.6% | u | -36.3
O=C1CN(CC(=O)Nc2cccc(Cl)c2Cl)c2ccccc2N1 | 0.8% | -2.3% | -1.1% | -2.6% | u | 27.5% | 6.6% | 6.6% | 1.7% | 0.9% | -3.0
CCOc1ccc(NC(=O)CN(C)C(=O)CCCn2c(=O)oc3ccccc32)cc1OCC | x | 0.7% | -2.1% | 2.5% | x | x | -3.6% | x | x | 2.0% | -6.3
Cc1cc(F)ccc1S(=O)(=O)N1CCCOC1CNC(=O)C(=O)NCCc1c[nH]c2ccccc12 (centres undefined) | -3.2% | 0.3% | 0.8% | -2.3% | 32.5% | 6.8% | 6.8% | -2.0% | -17.4% | 18.4µM* | 2.5

Not all compounds are listed, so the mix of outcomes need not match the whole.
